Screening data as filed in PubChem BioAssay.
ERG Ets-DNA blk – qHTS for Small Molecule Inhibitors of the ERG Ets/DNA interaction. Transcriptional regulator ERG (Homo sapiens), P11308. 370,000 tested, 0.028% active. fluorescence polarization, His-ERG Ets domain / labelled DNA. Potency, µM (doses to about 76.9 µM), for the others: at the top dose FP activity, negative = inhibition, actives largely listed as inhibitors; active = well fitted inhibition curve with a large enough effect in the polarisation, with a control signal flat; inconclusive = small, poorly fitted or top-dose-only effect, or effect the other way, or a change in a side signal; inactive = no such curve, though single readings can be large or run the other way; the % refers to the polarisation;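 note: polarization taken with two DNA probes labelled with fluorescein and Texas red; % of control where 0% means no effect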
Target sequence (P11308 whole entry, looked up, the tested form may be a part): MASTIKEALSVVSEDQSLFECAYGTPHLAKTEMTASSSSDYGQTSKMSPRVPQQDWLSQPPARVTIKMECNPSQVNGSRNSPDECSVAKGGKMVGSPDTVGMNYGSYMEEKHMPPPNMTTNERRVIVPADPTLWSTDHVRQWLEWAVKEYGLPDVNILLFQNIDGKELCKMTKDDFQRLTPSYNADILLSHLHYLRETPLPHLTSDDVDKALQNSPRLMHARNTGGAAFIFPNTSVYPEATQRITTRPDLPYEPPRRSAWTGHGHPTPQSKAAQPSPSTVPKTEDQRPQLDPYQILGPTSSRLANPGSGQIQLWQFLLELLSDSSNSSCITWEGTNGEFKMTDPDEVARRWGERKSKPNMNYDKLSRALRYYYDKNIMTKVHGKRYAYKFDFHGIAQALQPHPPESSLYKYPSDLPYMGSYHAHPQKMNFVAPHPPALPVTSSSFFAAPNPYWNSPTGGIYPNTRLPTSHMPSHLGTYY
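His-tagged ERG Ets domain (1 uM in the protein solution; 300mM KCl, 50mM Tris-HCl, 1mM EDTA, 1mM DTT, pH 7.5) received compound, then a probe mix of 5 nM fluorescein-DNA and 100nM Texas-615-DNA. Fluorescence polarization was read for both dyes.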
Pin1 inh – qHTS Assay to Find Inhibitors of Pin1 | Peptidyl-prolyl cis-trans isomerase NIMA-interacting 1 (Homo sapiens), Q13526 | Pin1 FP peptide displacement, HiFluor488, 10 min | Potency, µM (titrated, usually from 115 µM), for inactives: at the top dose activity, negative = inhibition, most hits filed as inhibitors | 390,000 tested, 0.009% active; active = well fitted inhibition curve with a large enough effect in the polarisation, with a control signal flat, not every such curve was filed as active; inconclusive = small, poorly fitted or top-dose-only effect, or effect the other way, or a change in a side signal; inactive = no such curve, though single readings can be large or run the other way; the % refers to the polarisation; note: % is set by controls: 0 for no effect and ±100 for the full control effect
Target sequence (Q13526 whole entry, looked up): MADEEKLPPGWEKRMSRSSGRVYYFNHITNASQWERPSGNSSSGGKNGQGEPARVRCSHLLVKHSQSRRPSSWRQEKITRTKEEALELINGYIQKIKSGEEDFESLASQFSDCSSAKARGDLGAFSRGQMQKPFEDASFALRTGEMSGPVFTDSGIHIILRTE
ALOX12 inh – Primary qHTS assay for inhibitors of human arachidonate 12S-lipoxygenase (ALOX12): Round 2 | Polyunsaturated fatty acid lipoxygenase ALOX12 (Homo sapiens), P18054 | purified 12hLO, xylenol orange hydroperoxide absorbance | Potency, µM (series often up to 108 µM), for the others: at the top dose activity change, negative = inhibition, most hits filed as inhibitors | 580,000 tested, 1.1% active | AID 1671190, 2021; note: % is set by controls: 0 for no effect and ±100 for the full control effect
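Purified human 12hLO at 150 nM in 25 mM Hepes, 0.01% Triton X-100, pH 7.0, preincubated 15 min at room temperature with compound. Reaction started with 40 uM arachidonic acid, 30 min at room temperature. Hydroperoxide measured by Fe-xylenol orange, 573/405 nm absorbance ratio.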
HP1b chromo inh – HTS for Inhibitors of HP1-beta Chromodomain Interactions with Methylated Histone Tails; AlphaScreen HP1-beta / biotin-H3K9me3 peptide binding; Potency, µM (doses to about 114 µM), inactives show at the highest dose activity change, negative = inhibition, usual class: inhibitors; 390,000 tested, 0.56% active; AID 540317, 2011; note: nearly all actives have a fitted effect of over 70% in size; inactives centre near 23
Target sequence (P83916 whole entry, looked up): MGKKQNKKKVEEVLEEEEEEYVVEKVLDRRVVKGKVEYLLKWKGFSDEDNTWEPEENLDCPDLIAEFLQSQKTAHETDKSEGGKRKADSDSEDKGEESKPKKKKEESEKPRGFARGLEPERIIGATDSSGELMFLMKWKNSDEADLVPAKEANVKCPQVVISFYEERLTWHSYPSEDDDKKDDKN
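Compound inhibition of the preformed complex between 50 nM HP1-beta and 50 nM biotinylated H3K9me3 peptide was read by AlphaScreen. Buffer was PBS pH 7.4 with 0.01% Tween-20. Incubations ran 30 min at room temperature, with 10 ug/mL donor/acceptor beads.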
rTrxR1 inhibitor – qHTS Assay for Inhibitors of Mammalian Selenoprotein Thioredoxin Reductase 1 (TrxR1): qHTS; Thioredoxin reductase 1, cytoplasmic (Rattus norvegicus), O89049; recombinant rTrxR1, NADPH fluorescence consumption, selenite substrate; Potency, µM (series often up to 114 µM), inactives show at the highest dose activity change, negative = inhibition, hits mostly inhibitors; 390,000 tested, 1% active; note: % is set by controls: 0 for no effect and ±100 for the full control effect; nearly all actives have a fitted effect of over 65% in size
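Rat TrxR1 (90 nM in the dispensed reagent) was pre-reduced with 400 uM NADPH for 5 min at room temperature, then incubated with compound for 15 min. After 400 uM selenite was added, NADPH fluorescence (Ex 340/Em 450 nm) was followed for 8 min.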
RGS4 inh – Inhibitors of Regulator of G Protein Signaling (RGS) 4: qHTS; Regulator of G-protein signaling 4 (Homo sapiens), P49798; Transcreener GDP fluorescence polarization, RGS4-accelerated GTP hydrolysis; Potency, µM (doses to about 114 µM), without a hit: top-dose activity change, negative = inhibition, most hits filed as inhibitors; 390,000 tested, 0.039% active; note: % is set by controls: 0 for no effect and ±100 for the full control effect; nearly all actives have a fitted effect of over 75% in size; some results filed as inactive show a strong effect at the top dose
Target sequence (P49798 whole entry, looked up): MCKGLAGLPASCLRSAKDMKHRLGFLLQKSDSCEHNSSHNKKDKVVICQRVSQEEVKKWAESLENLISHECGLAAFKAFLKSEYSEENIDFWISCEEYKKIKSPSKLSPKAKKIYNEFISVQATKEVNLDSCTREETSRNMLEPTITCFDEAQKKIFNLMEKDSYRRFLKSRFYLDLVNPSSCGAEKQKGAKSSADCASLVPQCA
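MLSMR compounds (23 nl, pin-transferred) preincubated 10 min at room temperature with a 500nM (2x) first reagent, then RGS4 at 900nM (2x) plus Transcreener GDP mix added; fluorescence polarization (620/688 nm) read before and after 90 min at 30 °C.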
Tb PGK inh – qHTS Assay to Find Inhibitors of Phosphoglycerate Kinase; PGK/GAPDH coupled, Kinase-Glo luminescence, 60 min; Potency, µM (series often up to 57.5 µM), inactives show at the top dose activity change, negative = inhibition, usual class: inhibitors; Phosphoglycerate kinase, glycosomal (Trypanosoma brucei brucei), P07378; 380,000 tested, 0.043% active; note: % is set by controls: 0 for no effect and ±100 for the full control effect; nearly all actives have a fitted effect of over 60% in size
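Recombinant glycosomal PGK reaction used 1,3-bisphosphoglycerate generated in-well by GAPDH (100nM final) in 100mM TEA pH 7.6, 5mM MgCl2, 0.01% Tween-20. After 60 minutes at room temperature, ATP was read by Kinase-Glo Plus luminescence end-point.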
GLS inh – qHTS for Inhibitors of Glutaminase (GLS); Glutaminase kidney isoform, mitochondrial (Homo sapiens), O94925; GLS enzymatic activity, qHTS titration; Potency, µM (top dose mostly 45.5 µM), without a hit: at the highest dose activity change, negative = inhibition, most hits filed as inhibitors; 410,000 tested, 0.21% active; AID 624170, 2012; note: % is set by controls: 0 for no effect and ±100 for the full control effect
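hKGA; 45 mM KH2PO4 pH 8.2 + 0.02% Tween-20; cpd via pin tool; 1 mM Gln soln; GluOx/HRP/Amplex Red; RT 30 min; fluor. t0 & final.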
JMJD2A Tudor inh – qHTS Assay for Inhibitors of JMJD2A-Tudor Domain. Potency, µM (titrated, usually from 114 µM), for inactives: at the highest dose activity change, negative = inhibition, most hits filed as inhibitors. 390,000 tested, 4.4% active. AlphaScreen JMJD2A-Tudor / H3K4me3 peptide binding. AID 504339, 2011. Lysine-specific demethylase 4A (Homo sapiens), O75164; note: % is set by controls: 0 for no effect and ±100 for the full control effect; nearly all actives have a fitted effect of over 50% in size
* hit, by the source's call; i = inactive; ? = inconclusive; / = no result given; [ ] = another dose, or the depositor's remark. Unless noted, calls come from the whole dose curve; as a rule, active = well fitted curve in the direction sought with a large enough effect; inconclusive = small, poorly fitted or top-dose-only effect, or another doubt; inactive = no such curve, though single readings can be large; an effect the other way counts as inactive or inconclusive. Potency is the fitted concentration of half-maximal effect. These rows are one share of the data; count on the stated rates, not on these rows.

SMILES	ERG Ets-DNA blk	Pin1 inh	ALOX12 inh	HP1b chromo inh	rTrxR1 inhibitor	RGS4 inh	Tb PGK inh	GLS inh	JMJD2A Tudor inh
COc1cc(OC)c(OC)cc1/C=C/c1nc2cc3ccccc3cc2c(=O)n1-c1ccc(F)c(Cl)c1	2%	17%	?	15%	-7%[57.1 µM]	6%	i	4%	-24%
CCN(CC)C(=O)c1[nH]cnc1C(=O)N[C@@H](CC(C)C)C(=O)OCc1ccccc1	4%	-15%	4%	23%	12%[57.1 µM]	1%	-8%	7%	-15%
O=C(Oc1c(Cl)cc(Cl)c2cccnc12)c1cccc([N+](=O)[O-])c1	12%	1%	/	-18%	18%[57.1 µM]	-23%	-3%	4%	?
CNC[C@@H]1Oc2c(NC(=O)Nc3ccc(F)cc3)cccc2C(=O)N([C@H](C)CO)C[C@@H]1C	12%	52%[activator]	-5%	35%	?	-14%	1%	4%	-26%
Cc1ccc(CSCC(=O)Nc2ccccc2)cc1	-3%	6%	/	33%	9%	9%	11%	4%	11%
O=C(NCCc1ccncc1)c1ccccc1F	4%	2%	3%	15%	-10%	-1%	-4%	-3%	-12%
CCOC(=O)CCNC(=O)N1CCCC(CNS(=O)(=O)c2cccs2)C1 (configuration not stated)	-6%	-10%	0%	31%	21%	-5%[56.9 µM]	-9%	-13%	-8%
O=C(NCc1cccnc1)NC(=O)c1ccc(Cl)cc1	-1%	2%	-2%	60%[activator]	7%	-2%	-2%	0%	7%
CCOc1ccc(N(C(C)C(=O)NC(C)CC)S(C)(=O)=O)cc1 (configuration not stated)	-1%	1%	-2%	13%	-11%	2%	-10%	-5%	28%
O=C([C@H](Cc1ccccc1)NS(=O)(=O)c1ccc(Cl)cc1)N1CC[C@@]2(O)CCCC[C@H]2C1	4%	1%	440%[activator]	25%	16%[57.1 µM]	-21%	-3%	5%	-14%
Cc1cc(C)n(Cc2nc3ccccc3n2C)n1	-4%	3%	-22%	35%	2%[57.1 µM]	-10%	5%	9%	-12%
CCCSc1nnc2n(-c3ccc(OC)cc3)c(=O)c3c4c(sc3n12)COC(C(C)C)C4 (configuration not stated)	-4%	-20%	?	38%	10%	8%	-9%	-14%	0%
COc1cccc2sc3cc(C#Cc4ccccn4)ccc3c(=O)c12	-1%	18%	?	-7%	-10%	-53%	-7%	-3%	28µM*
Cn1c(SCc2ccc(F)cc2)nc2c([nH]c3ccccc32)c1=O	6%	-5%	-9%	17%[57 µM]	29%[57.1 µM]	24%	i	3%	-14%
COC(=O)CNc1cc(S(=O)(=O)N2CCCCC2)ccc1Oc1ccc(C(=O)OC)cc1	0%	7%	1%	6%	8%[57.1 µM]	11%	3%	-1%	-11%
COc1ccccc1C(CC(=O)c1ccccc1)CC(=O)c1ccccc1	6%	?	-6%	84%[activator]	9%[57.1 µM]	11%	8%	0%	45%[activator]
O=C(NCc1cccs1)C1CCN(S(=O)(=O)c2cccc3nsnc23)CC1	3%	-2%	-7%	16%	-9%	-10%	-4%	4%	4%
CC(C)N(Cc1ccccc1)C(=O)COC(=O)c1cnccn1	16%	2%	-13%	44%[activator]	19%	7%	-3%	-1%	-4%
O=C(CSc1nc2ccccc2c(=O)[nH]1)Nc1ccc(S(=O)(=O)N2CCCC2)cc1	-6%	2%	-20%	11%	5%[57.1 µM]	-12%	2%	1%	-7%
O=c1[nH]c(Cc2ccccn2)nc2scc(-c3ccccc3Cl)c12	6%	25%	?	35%	20%	-19%	i	-8%	-33%
COc1ccccc1NC(=O)N1CCCC(C(=O)Nc2cccc(C)c2C)C1 (configuration not stated)	-3%	3%	-5%	6%	-7%	-13%	-3%	-1%	-11%
Cc1cc(C)cc(NS(=O)(=O)c2ccc(NC(=O)C3CCCCC3C(=O)O)cc2)c1 (configuration not stated)	7%	-8%	-16%	28%	9%[57.1 µM]	-22%	i	2%	5%
On1c(-c2ccc(Cl)cc2)nc2ccccc21	2%	-1%	-15%	-5%	14%[57.1 µM]	?	-1%	-27%	?
CCOc1ccc(NS(=O)(=O)c2ccc(C(=O)N3CCN(C(C)=O)CC3)cc2)cc1	1%	4%	/	28%	-7%	-15%	-13%	16%	-18%
CC(C)n1c(/N=C/c2ccccc2O)nc2ccccc21	2%	13%	26%	36%[activator]	-15%[57.1 µM]	7%	-1%	1%	-10%
CCOC(=O)c1cc(CC)sc1NC(=O)c1ccc(N2CCOCC2)c([N+](=O)[O-])c1	-3%	0%	1%	10%	-23%	-8%	5%	-3%	-21%
Cc1nnc(SCc2nc3ccccc3[nH]2)s1	12%	0%	45%	42%[activator]	7%	-35%	i	1%	0%
c1csc(CNCCN2CCOCC2)c1	-4%	1%	-13%	55%[activator]	9%	9%	-4%	-5%	-21%
COc1cc(C(=O)NCC(=O)N/N=C/c2c(C)[nH]c3ccccc23)cc(OC)c1OC	11%	2%	79%[activator]	26%	2%	10%	-2%	22%	-22%
CCC(C)[C@H](N)c1nnc(SCc2ccc(Cl)c(Cl)c2)o1 (some centres not stated)	2%	5%	?	61%[activator]	6%	-23%	-2%	-16%	3%
O=C1NCC(O)=C1C=NCCCO	/	1%	7%	39%[activator]	8%	-8%	/	0%	1%
O=C(c1ccccc1F)N1CCN(c2ccc([N+](=O)[O-])c(NCC3CCCO3)c2)CC1 (configuration not stated)	10%	?	-27%	2%	29%	1%	-9%	0%	?
Cn1c(SCc2ccc(Br)cc2)nnc1-c1cccs1	6%	-12%	3%	12%	-10%	4%	1%	-6%	-5%
OCCC#Cc1ccc(CN2CCN(CCc3ccccc3)C(CCO)C2)cc1 (configuration not stated)	-5%	-4%	2%	15%	11%	7%	i	11%	-19%
COc1ccc2[nH]c(=O)c(C(c3nnnn3C3CCCC3)N(C)C3CCCCC3)cc2c1 (configuration not stated)	4%	3%	-8%	27%	6%	-13%	-1%	11%	-12%
Cc1ccc(S(=O)(=O)Nc2cc3c(cc2NCc2ccccc2)n(C)c(=O)n3C)cc1	5%	?	-53%	?	-4%	-37%	-7%	58%[activator]	?
CS(=O)(=O)N(CC(=O)N1CCC(C(N)=O)CC1)c1ccc(Oc2ccccc2)cc1	-8%	-6%	130%[activator]	27%	6%	-1%	-2%	1%	-10%
CCCNC(=O)c1cc(-c2ccc3c(c2)OCO3)on1	-3%	-8%	0%	13%	18%	12%	-4%	0%	4%
COC(=O)Cc1ccc2oc(-c3cccnc3)nc2c1	-2%	-3%	0%	37%	19%[57.1 µM]	1%	-1%	-2%	-2%
N#Cc1nc(-c2ccco2)oc1NCc1ccco1	8%	-1%	-11%	-1%	-33%	0%	/	0%	-28%

Record cards (already shown). Values in the order: ERG Ets-DNA blk, Pin1 inh, ALOX12 inh, HP1b chromo inh, rTrxR1 inhibitor, RGS4 inh, Tb PGK inh, GLS inh, JMJD2A Tudor inh
Cn1c(SCc2ccc(F)cc2)nc2c([nH]c3ccccc32)c1=O in the list: 6%, -5%, -9%, 17%[57 µM], 29%[57.1 µM], 24%, i, 3%, -14%
c1csc(CNCCN2CCOCC2)c1 in the list: -4%, 1%, -13%, 55%[activator], 9%, 9%, -4%, -5%, -21%

Other results:
SMILES	ERG Ets-DNA blk	Pin1 inh	ALOX12 inh	HP1b chromo inh	rTrxR1 inhibitor	RGS4 inh	Tb PGK inh	GLS inh	JMJD2A Tudor inh
CN(C(=O)C1CCC1C(=O)O)c1nc(-c2ccc(Cl)s2)cs1 (configuration not stated)	10%	-2%	127%[activator]	21%	30%[57.1 µM]	-19%	-9%	1%	-17%
Brc1cccc(OCCSc2ncccn2)c1	1%	-7%	-6%	181%[activator]	26%[57.1 µM]	?	-4%	-12%	?
CC(C)c1cc(C(=O)N/N=C/c2c[nH]c3ccccc23)n[nH]1	-6%	-4%	19%	48%[activator]	16%	-11%	-11%	21%	-6%
CCc1ccccc1Nc1nn2c(=O)c3ccc(C(=O)NC4CCC(C)CC4)cc3nc2s1 (configuration not stated)	-3%	-3%	0%	31%	28%	-2%	-5%	-3%	2%
O=C(CS(=O)(=O)c1ccccc1)Nc1nnc(C(F)(F)F)s1	2%	-1%	-23%	24%	9%	-25%	-4%	13%	7%
CCOc1ccc(C(=O)NCCc2csc(-c3cccnc3)n2)cc1	-1%	2%	-8%	-2%[57 µM]	23%[57.1 µM]	0%	i	-14%	-7%
Cc1ccc2cc(C(c3nnnn3C3CCCC3)N3CCN(c4ccc(F)cc4)CC3)c(=O)[nH]c2c1 (configuration not stated)	-13%	0%	?	15%	-6%	-19%	2%	-2%	-8%
CC(=O)NC(C)c1ccc(C(=O)CSc2nnc(C3CC3)n2C2CC2)cc1 (configuration not stated)	-12%	-17%	2%	19%	20%	-8%	-4%	8%	-12%
CC(C)Sc1nc2sc3c(c2c(=O)n1-c1ccccc1)CCCC3	-2%	10%	0%	29%	6%	-9%	-1%	-13%	-25%
